Screening results: PubChem BioAssay, several laboratories
NCOA3 inh: SRC3 coactivator transcriptional activity inhibitors, primary screen, cell-based, luminescence; HEK293 GAL4-SRC3 luciferase reporter; 360,000 compounds, 0.17% hits; inhibition, % at 3.6 µM; AID 588352, 2011; Nuclear receptor coactivator 3 (Homo sapiens), Q9Y6Q9;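 active = inhibition above a per-campaign cutoff, the mean of all compounds plus 3 SD, cut at about 60% in these data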;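 also: 0% = DMSO-treated cells and 100% = gossypol-treated cells at 36 µM; higher means less SRC3-driven luciferase light from the GAL4 reporter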
LMP1 NFkB inh: EBV LMP1-driven NF-kappaB luciferase reporter inhibitors, primary screen, cell-based, luminescence, single point. 350,000 compounds, 0.69% hits. inhibition, % at 12.5 µM. LMP1-induced NF-kappaB luciferase reporter cells; in the data active = inhibition above about 41%;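 also: 0% = neutral control wells and 100% = reference inhibitor control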
NOD2-RIPK2 inh: NOD2-RIPK2 binding disruptors in cells, primary screen, fluorescence, CHO cells, BLA complementation; Receptor-interacting serine/threonine-protein kinase 2 (Homo sapiens), O43353; CCF4 ratio; inhibition, % at 4.98 µM; 360,000 compounds, 0.38% hits; in the data active = inhibition above about 21%;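 also: 0% = vehicle only and 100% = reference blocker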
Target sequence (O43353 whole entry, looked up): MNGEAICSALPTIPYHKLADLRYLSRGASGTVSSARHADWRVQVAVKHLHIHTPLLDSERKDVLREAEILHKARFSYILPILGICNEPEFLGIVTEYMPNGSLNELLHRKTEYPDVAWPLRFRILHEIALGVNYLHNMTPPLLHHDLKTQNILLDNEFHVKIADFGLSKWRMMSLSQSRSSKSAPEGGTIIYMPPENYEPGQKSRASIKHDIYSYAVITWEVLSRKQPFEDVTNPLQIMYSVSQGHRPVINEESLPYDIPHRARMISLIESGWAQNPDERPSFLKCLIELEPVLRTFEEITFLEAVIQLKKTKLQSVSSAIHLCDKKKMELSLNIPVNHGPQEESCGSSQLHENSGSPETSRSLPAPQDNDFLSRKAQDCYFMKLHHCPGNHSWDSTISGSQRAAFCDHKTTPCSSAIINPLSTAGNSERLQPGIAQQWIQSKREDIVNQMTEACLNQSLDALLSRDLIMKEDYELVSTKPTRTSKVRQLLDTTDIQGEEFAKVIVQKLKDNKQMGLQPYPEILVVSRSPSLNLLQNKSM
TROY signal inh: inhibitors of TROY-driven NF-kB signaling, primary screen, Q293 LMP1-TROYcd cells, NF-kB luciferase, uHTS; AID 1347056, 2019; inhibition, % at 10 µM; Q293 LMP1-TROYcd NF-kB luciferase reporter, 4 h; 360,000 compounds, 0.98% hits;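 active = compounds whose plate-normalised and pattern-corrected inhibition of the luciferase reporter signal at the single screening dose is 50% or more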
TWEAK Fn14 block: inhibitors of TWEAK-Fn14 signaling, primary screen, luciferase reporter cells, uHTS; TWEAK-stimulated Fn14 reporter cells, luciferase luminescence, 8 h; inhibition, % at 10 µM; 360,000 compounds, 2% hits; in the data active = inhibition above about 50%
TLR9-MyD88 block: inhibitors of TLR9-MyD88 association in cells, primary screen, cell-based, CHO, BLA complementation, fluorescence | Toll-like receptor 9 (Homo sapiens) + Myeloid differentiation primary response protein … | CCF4 FRET ratio | inhibition, % at 4.98 µM | 340,000 compounds, 0.21% hits | AID 504734, 2011;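 active = inhibition above the mean over all tested compounds plus 3 SD, cut at about 21% in these data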;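 also: 0% = DMSO only wells and 100% = clavulanate BLA inhibitor control wells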
LRH-1 inv ag: LRH-1 (NR5A2) inverse agonists, primary screen, cell-based, luminescence, HEK293T, StAR-luciferase reporter; Nuclear receptor subfamily 5 group A member 2 (Homo sapiens), O00482; 360,000 compounds, 0.13% hits; LRH-1 transfected, 24 h; inhibition, % at 3.6 µM;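 active = inhibition above the mean inhibition of all tested compounds plus 3 SD, cut at about 73% in these data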;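 also: 0% = DMSO wells and 100% = reporter-only cells lacking LRH-1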
Target sequence (O00482 whole entry, looked up): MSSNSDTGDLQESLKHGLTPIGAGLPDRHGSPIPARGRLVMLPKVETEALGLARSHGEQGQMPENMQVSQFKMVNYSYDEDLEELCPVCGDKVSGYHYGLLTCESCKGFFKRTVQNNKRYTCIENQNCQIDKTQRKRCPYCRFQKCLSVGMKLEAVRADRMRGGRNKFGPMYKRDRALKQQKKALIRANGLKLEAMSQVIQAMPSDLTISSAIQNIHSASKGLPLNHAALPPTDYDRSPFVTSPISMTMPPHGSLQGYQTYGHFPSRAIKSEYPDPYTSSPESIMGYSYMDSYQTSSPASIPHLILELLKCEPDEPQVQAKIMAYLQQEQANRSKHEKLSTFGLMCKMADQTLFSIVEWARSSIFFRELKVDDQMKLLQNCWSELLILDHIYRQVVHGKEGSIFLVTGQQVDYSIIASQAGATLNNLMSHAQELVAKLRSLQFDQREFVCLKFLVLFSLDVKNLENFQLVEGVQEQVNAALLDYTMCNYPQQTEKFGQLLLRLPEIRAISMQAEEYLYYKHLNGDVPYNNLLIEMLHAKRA
COUP-TFII inh: NR2F2 transcriptional activity inhibitors, primary screen, cell-based, luciferase reporter, HEK293T, luminescence. inhibition, % at 8.6 µM. 370,000 compounds, 0.7% hits. AID 686940, 2013. HEK293T NGFI-A luciferase reporter. COUP transcription factor 2 (Homo sapiens), P24468;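 active = inhibition above a per-plate cutoff, mean inhibition of test wells between control levels plus 3 SD, cut at about 38% in these data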;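 also: cells cotransfected with COUP-TFII expression vector driving the NGFI-A reporter; 0% = median of COUP-TF2 test wells and 100% = reporter-only cells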
SRC1 inh: SRC1 coactivator transcriptional activity inhibitors, primary screen, cell-based, luminescence | Nuclear receptor coactivator 1 (Homo sapiens), Q15788 | HEK293 GAL4-SRC1 luciferase reporter | inhibition, % at 3.6 µM | 360,000 compounds, 0.12% hits;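 active = inhibition above the campaign mean plus 3 SD, with each screening campaign given its own cutoff, cut at about 60% in these data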;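 also: 0% = DMSO treated cells and 100% = gossypol at 36 µM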
NCOA2 inhibitor: inhibition of GAL4-SRC2 driven luciferase reporter, primary screen, SRC2 inhibitor project, cell-based, luminescence | Nuclear receptor coactivator 2 (Homo sapiens), Q15596 | HEK293 GAL4-SRC2 luciferase reporter | inhibition, % at 9 µM | 370,000 compounds, 0.17% hits;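 active = inhibition above the mean inhibition of all tested compounds plus 3 SD, set per campaign, cut at about 52% in these data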;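 also: 0% = DMSO treated cells and 100% = cells given Gossypol at 36 µM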
C8 TRAIL sens: viability loss with TRAIL in NB7+C8 cells, primary screen, TRAIL sensitizer project, cell-based, ATPlite luminescence; 360,000 compounds, 1% hits; inhibition (viability loss, TRAIL sensitization), % at 10 µM;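 active = compounds causing at least 50% loss of cell viability in the single-dose screen, relative to plate controls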
Numbers without * were called inactive; x = not tested or not shown. An excerpt. The share of hits here may be higher or lower than overall.

Each structure is followed by: NCOA3 inh | LMP1 NFkB inh | NOD2-RIPK2 inh | TROY signal inh | TWEAK Fn14 block | TLR9-MyD88 block | LRH-1 inv ag | COUP-TFII inh | SRC1 inh | NCOA2 inhibitor | C8 TRAIL sens
> COc1ccc(-c2[nH]nc3oc(=O)c(CCO)c(C)c23)cc1
    -5 | 6 | -1 | 8 | 20 | -8 | 0 | 7 | 15 | 0 | -16
> O=C(Cc1ccccc1)Nc1nc(-c2cccs2)cs1
    -13 | -17 | 0 | -39 | 29 | 4 | -51 | -21 | -54 | -45 | 5
> O=C(CN1CCCC1c1cccs1)N1CCN(S(=O)(=O)c2ccccc2)CC1 (configuration not stated)
    1 | 1 | -1 | 2 | 10 | 7 | -13 | 7 | -5 | -14 | 4
> CC(C)N1CC(C(=O)Nc2ccc(S(=O)(=O)N3CCCCC3)cc2)CC1=O (configuration not stated)
    2 | 2 | -8 | 33 | 3 | -8 | 16 | 3 | 19 | 17 | 0
> O=C(Nc1ccc(S(=O)(=O)Nc2nccs2)cc1)c1ccc(N2C(=O)c3ccccc3C2=O)cc1
    -8 | -3 | -4 | -3 | -13 | -3 | -19 | 2 | 0 | 0 | -8
> O=C(/C=C/c1ccco1)Nc1ccccc1C(=O)Nc1cccc(C(=O)O)c1
    -1 | 2 | 0 | -4 | -22 | -2 | -6 | 4 | -6 | -22 | 18
> O=C(O)/C=C/c1cn(-c2ccccc2)nc1-c1ccccc1
    3 | -3 | 2 | -25 | -4 | 1 | -7 | -9 | -12 | 8 | 4
> Cc1ccc(C)c(N(C(=O)Cc2cccs2)C(C(=O)NC2CCCC2)c2ccc(C)o2)c1 (configuration not stated)
    22 | 4 | -5 | -6 | 21 | -4 | -1 | -1 | 6 | 11 | -9
> C[C@H](CO)N1C[C@H](C)[C@@H](CN(C)C(=O)Nc2ccc(C(F)(F)F)cc2)Oc2ccc(NC(=O)C3CCCCC3)cc2C1=O
    15 | 6 | 1 | -1 | -1 | -7 | -19 | 5 | 2 | 13 | 8
> Cc1cccc(C)c1Cn1c(C)c(C(=O)NCc2cccc(Cl)c2)sc1=O
    -3 | x | -1 | -10 | -5 | x | -13 | 5 | 0 | -21 | -15
> CNC(=O)NNC(=O)c1csc(Cc2c(Cl)sc3ccc(Cl)cc23)n1
    11 | -8 | 1 | -12 | -57 | -16 | -5 | -6 | 11 | -13 | 19
> Cc1ccc(N=C(N)N=C(N)N)c(C)c1
    11 | -5 | 2 | -7 | 15 | 1 | -2 | -18 | 17 | -23 | 16
> O=C1C(=O)N(c2nccs2)C(c2ccccc2)/C1=C(\O)c1ccc2c(c1)OCCO2 (configuration not stated)
    -2 | 34 | -1 | -5 | 25 | -11 | -13 | x | 1 | x | 33
> O=C(O)CCC(=O)Nc1ccc(C(=O)N2CCCCC2)cc1
    -42 | -15 | -1 | -10 | -2 | 5 | -7 | -6 | 7 | -15 | 2
> O=C(N=C1SC2CS(=O)(=O)CC2N1c1cccc(Cl)c1Cl)C1CCCO1 (configuration not stated)
    -2 | 3 | 2 | 9 | 5 | 3 | 6 | 7 | 18 | 4 | 3
> COC(=O)c1ccc(NC(=O)C2CCCN2S(=O)(=O)c2ccc(OC)cc2)cc1 (configuration not stated)
    -4 | -1 | -4 | -5 | 9 | 4 | -20 | 4 | -13 | -9 | -7
> COc1ccc(-c2nn(-c3ccccc3)cc2C(=O)N2CCN(S(=O)(=O)c3ccccc3C#N)CC2)cc1
    9 | 13 | 7 | 9 | -4 | -4 | -1 | 10 | 22 | 4 | 4
> CCOc1ccc(NS(=O)(=O)c2cc(C(=O)N3CCN(c4ccccc4O)CC3)ccc2Cl)cc1
    10 | 4 | 12 | 4 | 13 | 6 | 8 | -11 | 5 | 3 | 8
> CC(Oc1ccc(Br)cc1)C(=O)Nc1ccncc1 (configuration not stated)
    12 | 2 | -14 | 5 | 23 | -10 | 11 | 30 | 10 | 23 | 13
> CNc1nc(NCCCN2CCCC2=O)c2sccc2n1
    0 | x | -10 | -19 | -3 | x | -1 | 7 | -10 | -22 | -2
> O=C1CC(Cc2ccc(Cl)cc2)C(=O)N1c1ccncc1 (configuration not stated)
    -5 | -1 | 1 | 8 | -6 | 6 | 11 | 5 | -4 | -1 | -17
> C=C1CCN([C@@H](CC(C)C)C(=O)NCc2ccc(OC)cc2)S(=O)(=O)c2ccccc21
    -4 | -8 | 2 | 0 | -5 | -2 | -15 | 13 | -20 | 5 | 7
> CCn1c(SCC(=O)Nc2cc(C(C)(C)C)nn2-c2ccccc2)nnc1-c1cccs1
    16 | 12 | -7 | 14 | 4 | -3 | -19 | 13 | 14 | 1 | 6
> CN1C(=O)[C@H]2[C@@H](/C=C/c3ccccc3)N3C(=O)CN(Cc4ccccn4)C(=O)[C@@]3(C)[C@H]2C1=O
    0 | -1 | -3 | 2 | 3 | 6 | -14 | 5 | 1 | 24 | -14
> Nc1cc(S(=O)(=O)c2ccc(O)c(N)c2)ccc1O
    25 | 0 | -2 | -16 | -9 | 3 | 21 | 10 | 1 | -17 | -9
> Cc1ccc2c(CN(C)Cc3ccc(Cl)cc3Cl)cc(=O)oc2c1
    8 | 1 | 6 | -7 | -12 | -13 | 1 | 11 | 2 | 4 | -9
> O=C(O)C1C2C=CC(C2)C1C(=O)OC1CC2CCC1C2 (configuration not stated)
    6 | -5 | -1 | 3 | -17 | -4 | 8 | 2 | -19 | -12 | -2
> C/C(=N\NC(=O)c1ccc(NS(=O)(=O)c2cccs2)cc1)c1ccc2ccccc2c1
    0 | -8 | -2 | -29 | -104 | -2 | -45 | -7 | -29 | 3 | 9
> COc1ccc(NC(=O)Nc2ccc(F)cc2F)c(C)c1
    11 | -3 | -1 | -22 | 11 | -6 | -11 | -9 | -12 | 4 | -9
> COc1ccccc1-c1nc(C#N)c(N2CCN(C(c3ccccc3)c3ccccc3)CC2)o1
    7 | -9 | -7 | x | -7 | 7 | -9 | 0 | 2 | 1 | 25
> COc1cccc(C(=O)CSc2nnc(-c3cc(OC)cc(OC)c3)o2)c1
    24 | 4 | -3 | -14 | -4 | -1 | -1 | -19 | -5 | -6 | -8
> COc1ccc(Nc2nc(-c3sc(N)nc3C)cs2)cc1
    -22 | -18 | -1 | -31 | -14 | 9 | -15 | 5 | -19 | -37 | -12
> Clc1cccc(/C(Cc2nc3ccccc3[nH]2)=N\Nc2ccccc2)c1
    -29 | -13 | -6 | -20 | -26 | 14 | -12 | -13 | -12 | -20 | -8
> C#CCNC(=O)C1=C[C@@H](C2CCCCC2)C[C@@H](OCCCCO)O1
    2 | -3 | -5 | -42 | -4 | 0 | -15 | 5 | -16 | -11 | -17
> COc1ccc(S(=O)(=O)NCc2ccco2)cc1N(C)S(=O)(=O)c1ccccc1
    13 | -1 | -13 | -1 | 1 | 5 | 1 | -10 | 16 | 0 | 3
> Cc1ccc(C(=O)N2CCc3ccccc32)o1
    -76 | -16 | -14 | -33 | 33 | -3 | -134 | -34 | -106 | -74 | 31
> CCOP(=O)(OCC)C(NC(=O)Nc1ccc(Cl)cc1)c1ccccc1 (configuration not stated)
    8 | -1 | 7 | -2 | 2 | 3 | 0 | -5 | 6 | 9 | 12
> CN(C)c1ccc(S(=O)(=O)N2CCCCC2)cc1NC(=O)CN1C(=O)NC2(CCCC2)C1=O
    -27 | -5 | -5 | 3 | -9 | 7 | -9 | -7 | -8 | 10 | -12
> Cc1cc(C)c(S(C)(=O)=O)c(Oc2cccc(Cl)c2)n1
    -15 | 15 | -2 | 8 | 0 | 2 | -18 | -15 | -6 | -8 | 5
> Cc1ccc(C(=O)N2CCC(C)CC2)cc1NC1=NC2CS(=O)(=O)CC2S1 (configuration not stated)
    4 | 2 | -1 | -12 | -8 | -1 | 12 | -16 | -7 | 5 | 0
> CCC(=O)Nc1cccc(NC(=S)NC(=O)c2ccccc2C)c1
    -23 | -13 | -3 | -34 | -23 | -4 | -42 | -36 | -15 | -13 | 4
> CCOC(=O)C1CCN(C(=O)C2CCN(S(=O)(=O)c3c(C)noc3C)CC2)CC1
    14 | 1 | -9 | -3 | -27 | 0 | -3 | -17 | -3 | 6 | -12
> Cc1ncoc1C(=O)Nc1ccc2c(c1)OCCO2
    -25 | 30 | -1 | 42 | 73* | 3 | -46 | -11 | -74 | 4 | 8
> O=C(Nc1ccc(N2CCCC2=O)cc1)c1cccc(F)c1
    -73 | -3 | -4 | -2 | 28 | 0 | -164 | -46 | -130 | -10 | 30
> COc1ccc(OC)c(C(=O)COC(=O)c2cccnc2SC)c1
    5 | 3 | -1 | -10 | -28 | -4 | -15 | -5 | -20 | 9 | -4
> COc1ccc(C2Nc3ccccc3C(=O)N2NC(=O)c2ccccc2)cc1OC (configuration not stated)
    -21 | 0 | -3 | 4 | 11 | 8 | -35 | -15 | -8 | -27 | -11
> Cc1ccc(NC(=O)C2CC2C)c(Cl)c1 (configuration not stated)
    4 | -2 | -7 | -32 | -21 | 1 | -24 | -11 | -6 | -18 | -6
> Cc1cnn(-c2ccc3nnc(-c4ccc(Cl)cc4)n3n2)c1
    10 | 1 | -5 | 12 | -41 | 9 | 17 | 8 | -1 | 19 | 0
> COc1ccc(CNC(=O)CN2CCC(NC(=O)c3ccccc3C)CC2)cc1
    -3 | -3 | -10 | 2 | 1 | 4 | 3 | 15 | -3 | 3 | -3
> C[C@H]1COC2=C1C(=O)C(=O)c1c2ccc2c1CCCC2(C)C
    -31 | -20 | 2 | 31 | 36 | -11 | -27 | x | -19 | x | 8
> COc1ccccc1C1CCN(Cc2ccc(Cl)c(Cl)c2)CC1
    18 | 6 | -6 | 22 | -18 | 9 | 24 | -9 | -11 | -29 | -2
> Cc1ccc(-n2nnc3c(=O)n(Cc4cccc(C)c4)cnc32)cc1
    -17 | 6 | 8 | -2 | 2 | -21 | 8 | 7 | 5 | -15 | -12
> COc1ccc(C(=O)O)cc1NCc1cccnc1
    -4 | 7 | -4 | 9 | 11 | 3 | -13 | 0 | 1 | -30 | 7

2 compounds drawn at random from the list so far, as already listed:
Each structure is followed by: NCOA3 inh | LMP1 NFkB inh | NOD2-RIPK2 inh | TROY signal inh | TWEAK Fn14 block | TLR9-MyD88 block | LRH-1 inv ag | COUP-TFII inh | SRC1 inh | NCOA2 inhibitor | C8 TRAIL sens
> CC(C)N1CC(C(=O)Nc2ccc(S(=O)(=O)N3CCCCC3)cc2)CC1=O (configuration not stated)
    2 | 2 | -8 | 33 | 3 | -8 | 16 | 3 | 19 | 17 | 0
> O=C(O)C1C2C=CC(C2)C1C(=O)OC1CC2CCC1C2 (configuration not stated)
    6 | -5 | -1 | 3 | -17 | -4 | 8 | 2 | -19 | -12 | -2
